IDE inh – inhibitors of human insulin-degrading enzyme in cells; HEK cells, FAbetaB cleavage, fluorescence polarization; inhibition, % at 5.59 µM; hit rate 0.41% among 320,000;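 active means percent inhibition above the average of all tested compounds plus 3 SD, set per screening campaign, cut at about 16% in these data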;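 further: IDE supplied by intact live HEK cells; FP after avidin binding of uncleaved biotin substrate so inhibition keeps polarization high; 0% = DMSO wells and 100% = 60 µM reference IDE inhibitor Ii1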
CRFBP-R2 agonist – CRF-BP/CRF-R2 complex agonism; activation, % at 13.2 µM; HEK293 CRF-R2/CRF-BP, calcium dye fluorescence (FLIPR); percent of saturating CRF peptide response; AID 588473; hit rate 0.46% among 350,000;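 active means activation of at least 50%, plus an integration ratio under a set limit after plate pattern correction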;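 further: plate controls were neutral control wells without compound for no effect and CRF at EC100 for full effect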
MEKK3 PB1 HTS – raises or lowers MEK5 binding to the human MEKK3 PB1 domain; bead-based flow cytometry, Alexa488-MEK5 binding to MEKK3; actives lie on both sides; 0 = blocked by unlabeled MEK5, 100 = vehicle; AID 1529; Q99759; hit rate 1.4% among 290,000; binding response (% of control), % at 10 µM;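 active means binding response more than 3 SD above or below the average of its plate-row segment, actives on both sides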;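 further: Alexa488 bead fluorescence after subtracting the streptavidin-only scavenger bead signal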
pCIP destab – p/CIP protein destabilization | Q05BA5 | F442A p/CIP-EGFP cells, EGFP fluorescence, 16 h | decrease of EGFP signal, % at 10 µM | hit rate 0.01% among 290,000 | AID 1984;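 active means EGFP signal decrease of at least 30% at 10 µM or well 3 SD below plate mean, unless failing retest; inactive means the rest, including hits failing retest or dose response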; further: some compounds called inactive have numbers as strong as hits; many of its hits are not listed in these tables
Target sequence (Q05BA5 1-1403): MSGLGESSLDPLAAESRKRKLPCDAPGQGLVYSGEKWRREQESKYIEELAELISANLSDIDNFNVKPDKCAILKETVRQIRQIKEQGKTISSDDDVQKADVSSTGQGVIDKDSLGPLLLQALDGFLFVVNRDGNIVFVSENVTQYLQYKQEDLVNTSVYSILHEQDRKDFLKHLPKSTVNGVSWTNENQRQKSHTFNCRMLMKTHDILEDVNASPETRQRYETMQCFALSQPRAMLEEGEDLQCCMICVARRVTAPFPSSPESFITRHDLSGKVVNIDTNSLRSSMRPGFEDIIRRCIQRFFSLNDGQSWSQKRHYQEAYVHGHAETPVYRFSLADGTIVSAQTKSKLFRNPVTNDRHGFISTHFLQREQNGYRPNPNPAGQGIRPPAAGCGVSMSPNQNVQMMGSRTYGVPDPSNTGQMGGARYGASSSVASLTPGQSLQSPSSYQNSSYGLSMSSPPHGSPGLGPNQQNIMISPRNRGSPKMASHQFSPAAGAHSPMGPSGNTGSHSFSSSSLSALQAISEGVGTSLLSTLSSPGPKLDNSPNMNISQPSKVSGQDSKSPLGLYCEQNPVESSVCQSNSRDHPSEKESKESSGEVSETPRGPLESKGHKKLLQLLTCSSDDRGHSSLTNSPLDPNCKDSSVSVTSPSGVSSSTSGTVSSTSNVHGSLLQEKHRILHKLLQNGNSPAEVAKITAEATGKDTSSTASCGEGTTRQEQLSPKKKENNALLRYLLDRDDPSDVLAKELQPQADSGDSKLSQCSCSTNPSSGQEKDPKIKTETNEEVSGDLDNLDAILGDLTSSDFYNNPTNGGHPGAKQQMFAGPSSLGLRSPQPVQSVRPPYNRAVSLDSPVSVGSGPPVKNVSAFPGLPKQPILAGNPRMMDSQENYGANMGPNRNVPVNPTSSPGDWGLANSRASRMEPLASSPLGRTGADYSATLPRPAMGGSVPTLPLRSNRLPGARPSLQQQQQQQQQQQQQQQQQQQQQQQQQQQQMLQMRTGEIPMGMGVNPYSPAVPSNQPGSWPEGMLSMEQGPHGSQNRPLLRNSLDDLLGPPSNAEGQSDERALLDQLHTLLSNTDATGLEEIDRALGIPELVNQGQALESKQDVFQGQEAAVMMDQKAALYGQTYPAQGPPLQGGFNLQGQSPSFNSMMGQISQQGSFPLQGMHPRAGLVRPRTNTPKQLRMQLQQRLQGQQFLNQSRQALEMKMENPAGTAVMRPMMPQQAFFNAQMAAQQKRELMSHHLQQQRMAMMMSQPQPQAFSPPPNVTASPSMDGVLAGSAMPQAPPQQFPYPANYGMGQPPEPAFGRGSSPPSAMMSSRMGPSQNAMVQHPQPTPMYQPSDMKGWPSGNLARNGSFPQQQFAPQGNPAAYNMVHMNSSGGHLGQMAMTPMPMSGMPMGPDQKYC
PHOSPHO1 inh – PHOSPHO1 (human) inhibition; AID 1565; inhibition, % at 13.3 µM; hit rate 1.1% among 290,000; recombinant PHOSPHO1, absorbance phosphatase assay; in the data active means inhibition above about 60%
CRFR2-BP antag – blocks CRF-induced signaling of the CRF-BP/CRF-R2 complex | hit rate 0.59% among 350,000 | inhibition, % at 11.8 µM | AID 588475 | HEK293 CRF-R2/CRF-BP, CRF-induced calcium fluorescence;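 active means inhibition of the ligand-induced calcium signal above about 50% at the single tested concentration, limit read from the data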
IDE act – IDE (human) activation, cell-based; P14735; HEK cells, FAbeta-B cleavage, fluorescence polarization; 0% vehicle, 100% cell-free pure enzyme wells; activation, % at 5.96 µM; hit rate 0.073% among 340,000; AID 493087;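 active means activation above the mean of all tested compounds plus 3 SD, set per screening campaign, cut at about 17% in these data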
GalR3 antag – blocks the human galanin receptor 3; HEK293 GalR3-CNG cAMP membrane potential fluorescence; galR3 body fused to GalR1 C-terminus; O60755; hit rate 0.44% among 360,000; inhibition, % at 3 µM;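 active means inhibition above the screen-wide average plus 3 SD, cut at about 13% in these data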;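 further: forskolin and galanin both at EC90 stimulate the cells; cAMP rise reported by CNG channel membrane potential dye signal; 0% = forskolin plus galanin with DMSO and 100% = forskolin alone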
M4 PAM – CHRM4 positive allosteric modulation. P08173. CHO-K1 hM4/Gqi5, Fluo-8 calcium fluorescence, ACh EC20; 0% = ACh EC20, 100% = maximal ACh. activation, % at 3 µM. hit rate 0.4% among 360,000. AID 624126;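 active means activation above its plate's cutoff, the mean activation of sample wells plus 3 SD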; further: some results filed as inactive read as strong as hits
Starred values were filed as active, the others as inactive; . = not tested or not shown; [ ] = dose if it differs, or a comment.

SMILES	IDE inh	CRFBP-R2 agonist	MEKK3 PB1 HTS	pCIP destab	PHOSPHO1 inh	CRFR2-BP antag	IDE act	GalR3 antag	M4 PAM
COc1ccc2oc(C(=O)N(C)Cc3ccc(OC(F)F)cc3)c(C)c2c1	2	-1.2	107	-4	47	29	5	-1	3
COc1ccc(C2=NOC(C(=O)Nc3ccc4c(c3)OCCO4)C2)cc1OC (configuration not stated)	2	-2.9	85	-6	2	-1	-1	-7	-3
OC(CN1CCOCC1)(c1ccccc1)c1ccccn1 (configuration not stated)	-3	-0.5	102	-5	50	-3	-2	-6	-3
Cc1ccccc1N1CC(=O)N(c2ccccc2C)CC1=O	-4	-1.2	117	-12	-12	7	-1	-4	20*
O=S(=O)(N/N=C1\CC(c2ccccc2)Oc2ccccc21)c1ccccc1 (configuration not stated)	-3	0.2	94	-12	3	-4	2	0	-1
Nc1n[nH]c(N)c1N=Nc1ccc2c(c1)OCO2	5	-0.6	94	-5	8	7	2	-3	-4
O=C(O)CSCC(=O)NCc1c(Cl)cccc1Oc1ccccc1	4	0.3	97	-10	27	1	5	-5	2
O=C(NCc1cccnc1)C1CC(=O)N(C2CCCCC2)C1 (configuration not stated)	1	5.4	.	0	27	5	-2	-2	2
O=C(CN1C(=O)CSC1=O)Nc1ccc2c(c1)OCCO2	1	-0.8	97	-9	16	2	7	-2	4
Cc1ccc(S(=O)(=O)N2CC(=O)Nc3ccccc32)cc1	-1	-0.5	87	12	3	-3	1	-4	-2
CC(=O)Nc1sc2c(c1CN1CCN(c3ccccn3)CC1)CCCC2	-3	-1.5	103	0	0	-4	-6	-10	17
CCC(CC)=C(C#N)C(=O)NC1CCCCC1	0	-1.8	86	-19	6	3	1	-3	4
CC(c1ccccc1)N1CCn2c(nc3cc(NC(=O)NC4CCCCC4)ccc32)C1 (configuration not stated)	4	0.8	87	0	7	-27	3	-4	-3
Cc1cc(C[n+]2ncsc2N)c2ncccc2c1	-4	0.2	102	-9	34	11	5	11	-7
O=C(CSc1nc2ccccc2[nH]1)NCc1ccccc1	5	-1.4	109	-16	9	-13	5	2	2
CCc1ccc(NC(=O)CSc2nnc(-c3n[nH]c4ccccc34)n2-c2ccccc2)cc1	11	1.3	89	0	-13	-17	-3	-2	-7
CCN1c2ccccc2-c2nc3ccccc3n2C1c1cccs1 (configuration not stated)	10	-1.9	0.0*[inhibitor]	-1	-21	15	2	-8	-8
Cc1[nH]c2ccccc2c1/C=N/NC(=O)CNC(=O)c1ccc2c(c1)OCCO2	8	-1.9	101	9	42	10	3	-3	-17
COc1ccc(CNC(=O)C2CCN(S(=O)(=O)c3cc(OC)ccc3OC)CC2)cc1	-1	3.4	102	-12	-3	-22	2	0	7
CSc1ccccc1-n1nnnc1SCC(=O)NCc1cccs1	5	-3.4	100	-4	3	-3	-2	-1	8
COc1ccc(-c2nnc3c4ccccc4c(C)nn23)cc1S(=O)(=O)N1CCN(CCO)CC1	-5	-0.4	92	6	22	5	-2	3	-8
Cc1oc2ccc(OC(=O)c3cccs3)cc2c1C(=O)OC(C)C	-3	8.0	112	3	-6	-3	-1	-5	3
O=S(=O)(c1ccccc1)c1nnn2c1nc(NC1CCN(Cc3ccccc3)CC1)c1cc(Cl)ccc12	-13	-0.8	106	1	22	-7	2	-6	-1
Cc1cc(C)c(C)c(S(=O)(=O)N2CCC(C(=O)N3CCN(c4ccc(F)cc4)CC3)CC2)c1C	.	-0.5	.	.	.	-1	6	-3	13
CCOc1ccc2nc(NC(=O)CSc3nc4ccccc4c(=O)n3Cc3ccco3)sc2c1	4	0.4	104	-7	4	0	4	-3	2
SMILES	IDE inh	CRFBP-R2 agonist	MEKK3 PB1 HTS	pCIP destab	PHOSPHO1 inh	CRFR2-BP antag	IDE act	GalR3 antag	M4 PAM
O=C(CSc1nnc(COc2ccc(F)cc2)o1)N1c2ccccc2CCc2ccccc21	2	-0.3	100	-10	-3	10	-2	-5	-1
O=C(c1ccc(C(F)(F)F)cc1)N1CCC(=O)N(C(COCc2ccccc2)Cc2ccccc2)CC1 (configuration not stated)	0	-0.8	96	-17	-1	-5	2	-5	8
CCOc1nc(NCCN2CCOCC2)nc(Nc2ccc(C)cc2)n1	1	-1.1	104	-15	32	-11	0	-3	-1
O=C1CC/C=C\C[C@@H](CC(=O)N(CCO)Cc2ccccc2)C(=O)NC[C@@H](c2ccccc2)O1	2	-1.0	.	.	.	1	5	-1	-3
c1nc2ccc(Cc3ccc4nc[nH]c4c3)cc2[nH]1	0	1.4	102	-18	.	16	-4	-2	-3
CCOc1ccc(NC(=O)C2CCCN(S(C)(=O)=O)C2)cc1 (configuration not stated)	-4	-0.8	100	16	.	4	7	-7	0
Cc1cc(OC(C)C(=O)NCCN2CCOCC2)c2c(C)c(C)c(=O)oc2c1 (configuration not stated)	-9	-1.9	97	2	26	11	6	-7	1
Cc1ccc(S(=O)(=O)NCc2cn3ccsc3n2)c(C)c1	12	-2.0	103	-5	18	4	-6	-6	10
CC(C)(C)OC(=O)N1CCN(CCNC(=O)c2ccccc2)CC1	1	-0.9	100	6	33	3	0	-3	-3
CCN(CCCNC(=O)c1c(C)cc(=O)oc1C)c1cccc(C)c1	-6	-0.9	99	-1	6	-6	-1	-1	14
Cc1cc(C(=O)CSc2nnc(NCc3ccccc3)s2)c(C)n1C	7	-3.3	97	-5	91*	-6	3	-5	-3
CC(C)n1ncc2c(C(=O)Nc3cccc(C#N)c3)cc(C3CC3)nc21	-5	1.3	.	.	.	-5	5	-6	-15
Cc1ccc(C(=O)Nn2cnnc2)cc1[N+](=O)[O-]	2	-0.8	102	.	.	15	2	0	1
COC(=O)c1c(C)[nH]c(C(=O)C(C)OC(=O)c2cnc(C)cn2)c1C (configuration not stated)	1	-1.2	.	.	.	1	4	-4	2
COCOCCn1cc(CN2CCS(=O)(=O)N(Cc3ccc(-c4ccc(F)cc4)cc3)C(C(C)C)C2=O)nn1 (configuration not stated)	.	-1.3	.	.	.	16	.	-6	-2
O=C(Nc1cccc(S(=O)(=O)Nc2ccc(Cl)cc2)c1)c1cc2c(s1)CCCC2	-4	-1.3	101	-23	-12	-4	4	-4	-7
COc1ccc(-c2ccc(CCC(=O)O)n2CC(C)C)cc1	2	-1.4	63	-12	16	-1	1	-2	4
CCOc1ccc(N(CC(=O)Nc2cc(OC)cc(OC)c2)S(=O)(=O)c2c(C)[nH]c(=O)[nH]c2=O)cc1	-6	0.8	95	-4	36	-3	4	-4	7
CC(C)Cc1nnc(NC(=O)CN2C(=O)c3ccccc3C2=O)s1	5	3.2	103	-13	-134	-17	6	4	7
CCn1c(=O)c(=O)[nH]c2cc(C(=O)N3CCN(c4ccccc4F)CC3)ccc21	1	0.7	93	0	41	8	3	-1	8
CC(=O)Nc1ccc(NC(=O)C(C)N2CCN(S(=O)(=O)c3ccc(C)cc3)CC2)cc1 (configuration not stated)	-1	-1.4	99	12	-2	5	-1	-4	-7
Cc1ccccc1N1CCN(C2CCCN(C(=O)CCC(=O)N(C)C)C2)CC1 (configuration not stated)	-2	0.2	100	-2	45	17	1	-4	-4
COC(=O)C1=CO[C@@H](O[C@@H]2O[C@H](CO)[C@@H](O)[C@H](O)[C@H]2O)C2C1CC(O)O[C@H]2C (some centres not stated)	2	-0.2	.	.	.	-5	6	-3	15
O=C(/C=C/c1cccc(F)c1)OCC(=O)c1ccc[nH]1	-5	-0.9	.	.	.	-5	0	0	0
Cc1ccc(-c2cc(C(F)F)n3ncc(C(=O)Nc4c(C)nn(Cc5c(Cl)cccc5Cl)c4C)c3n2)cc1	1	-0.9	103	-5	-5	-8	-1	-2	0

Record cards, from the list above.
`CCN1c2ccccc2-c2nc3ccccc3n2C1c1cccs1` (configuration not stated) across the screens: IDE inh = 10; CRFBP-R2 agonist = -1.9; MEKK3 PB1 HTS = 0.0*[inhibitor]; pCIP destab = -1; PHOSPHO1 inh = -21; CRFR2-BP antag = 15; IDE act = 2; GalR3 antag = -8; M4 PAM = -8
`O=S(=O)(c1ccccc1)c1nnn2c1nc(NC1CCN(Cc3ccccc3)CC1)c1cc(Cl)ccc12` across the screens: IDE inh = -13; CRFBP-R2 agonist = -0.8; MEKK3 PB1 HTS = 106; pCIP destab = 1; PHOSPHO1 inh = 22; CRFR2-BP antag = -7; IDE act = 2; GalR3 antag = -6; M4 PAM = -1

The list goes on:
SMILES	IDE inh	CRFBP-R2 agonist	MEKK3 PB1 HTS	pCIP destab	PHOSPHO1 inh	CRFR2-BP antag	IDE act	GalR3 antag	M4 PAM
O=C(CCc1nnc(-c2ccsc2)o1)NCc1ccccc1OC(F)(F)F	-6	0.4	109	2	27	10	-2	-1	1
COC(=O)N/N=C(\C)c1cccc(C(F)(F)F)c1	1	-0.8	96	9	24	-1	-3	-3	2
CNC(=O)c1cc(S(=O)(=O)Nc2ccc3c(c2)OCO3)ccc1C	2	-1.4	99	0	18	-2	4	3	1
COc1cc(C(=O)NCC(c2cccs2)N2CCOCC2)cc(OC)c1OC (configuration not stated)	12	0.9	.	.	.	24	-1	-2	5
COC(=O)C1=CN(CCCN2CCCC2=O)C=C(C(=O)OC)C1c1ccccc1C(F)(F)F	4	-0.5	103	-1	30	-2	7	-2	3
Cc1cccc(C(=O)NC(C(=O)Nc2nc(-c3ccccn3)cs2)C(C)C)c1 (configuration not stated)	1	0.9	120	-2	-4	6	7	1	-1
COCc1cc(C)nc(NCCc2ccccc2)c1C#N	0	-1.1	103	-36	-12	-46	2	3	-3
COc1ccc(C(C[N+](=O)[O-])c2c(C)cc3ccccn23)cc1 (configuration not stated)	0	1.3	104	-12	22	2	0	-3	-2
CC(C)OC(=O)c1cc2ccccc2[nH]1	2	-0.5	109	4	4	-10	3	-9	2
O=C(CN1C(=O)NC2(CCCCC2)C1=O)Nc1ccc(N2CCOCC2)cc1	-1	0.3	96	0	-4	0	0	2	1
CCOc1cc(C2NC(=O)N(C)C(C)=C2[N+](=O)[O-])ccc1OC(C)=O (configuration not stated)	4	3.4	95	0	32	-4	-3	-4	3
O=C(Nc1ccc(NC(=O)c2ccco2)nc1)c1ccccn1	0	1.5	98	-3	17	14	1	-6	7
CCOc1c2ccc(C(=O)NCc3ccc4c(c3)OCO4)cc2nn1CC	-6	-2.3	99	-17	8	11	6	-3	9
COc1ccc(S(=O)(=O)Nc2ccc3oc4ncccc4c(=O)c3c2)cc1OC	7	-4.8	105	-2	13	-4	-2	3	-6
Cc1ccccc1CSc1nncn1N	8	0.5	105	-7	-13	0	-3	-3	1
C#CCN(C)CC/C=C1\c2ccccc2CSc2ccccc21	-4	3.2	111	12	1	20	3	-1	-15
O=C1CCC(C(=O)N2CCSCC2)CN1Cc1ccc(Cl)cc1 (configuration not stated)	5	0.1	104	12	7	-5	0	-1	3
CC1CCC(NC(=O)COC(=O)CNC(=O)c2ccc3ccccc3c2)CC1 (configuration not stated)	-4	0.3	.	.	.	-6	-3	-3	-6
Cc1ccc(C)c(NC(=O)C(OC(=O)c2cnc(C)cn2)c2ccccc2)c1 (configuration not stated)	3	-2.1	.	.	.	-2	4	-4	10
O=C(COC(=O)c1ccc(OC(F)F)cc1)Nc1cccc(S(=O)(=O)NC2=NCCC2)c1	1	-1.4	.	.	.	0	-4	-6	6
Cc1cc(C)n(CC(=O)NN)n1	3	-0.4	104	3	57	1	7	-9	-6
COc1ccc(-c2cc(C(=O)NCc3cccs3)no2)cc1	2	-0.1	105	5	32	-28	2	-4	0
CN(C)c1nc(N)c([N+](=O)[O-])c(NCCO)n1	3	2.4	103	0	-7	8	-2	-1	-2
Cc1ccc(S(=O)(=O)N2[C@@H](c3ccccc3)C(C(=O)O)=CC[C@H]2c2cccc(C)c2)cc1	0	0.8	.	.	.	7	-1	-4	1
COc1cc2c(C)nc3onc(-c4ccccc4)c3c2cc1OC	-2	-1.2	111	-6	-3	14	-3	-1	5

Source: PubChem BioAssay
